Arr AP2 block = inhibitors of beta-arrestin/AP2 binding, primary screen, biochemical, GPCR trafficking, flow cytometry; inhibition, % at 10 µM; hit rate 0.31% among 340,000; AID 504490, 2011; FITC-arrestin peptide / GST-AP2 beads; AP2 beta2 appendage carries R879A mutation; beta-arrestin 1 C-terminal peptide binding to AP2 beta2-adaptin appendage (human);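 active = inhibition above a set limit, near 3 SD of compounds lacking own fluorescence, cut at about 54% in these data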;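 also: plate controls were DMSO wells for no effect and 5 µM unlabelled arrestin peptide for full effect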
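System: GST-AP2 R879A bound to glutathione beads, E. coli-expressed. Also added: 50 nM FITC-arrestin peptide. Schedule: compound with beads 12 min RT, then probe 1 h RT. Signal: bead flow cytometry, FITC channel. Read-out basis: percent response.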
HTR5A ag ctr = HTR5A agonists in luminescence cell assay, primary screen, counter-screen for OPRM1-OPRD1 heterodimer agonist project, full-deck HTS; hit rate 0.61% among 340,000; cell-based; activation, % at 9.3 µM; AID 504692, 2011; in the data active = activation mostly above about 9.5%, no sharp cut-off; inactive = mostly below about 7.6%;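 also: 0% = cells with vehicle only and 100% = reference agonist; strong numbers were not always called active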
Target sequence (P47898 whole entry, looked up): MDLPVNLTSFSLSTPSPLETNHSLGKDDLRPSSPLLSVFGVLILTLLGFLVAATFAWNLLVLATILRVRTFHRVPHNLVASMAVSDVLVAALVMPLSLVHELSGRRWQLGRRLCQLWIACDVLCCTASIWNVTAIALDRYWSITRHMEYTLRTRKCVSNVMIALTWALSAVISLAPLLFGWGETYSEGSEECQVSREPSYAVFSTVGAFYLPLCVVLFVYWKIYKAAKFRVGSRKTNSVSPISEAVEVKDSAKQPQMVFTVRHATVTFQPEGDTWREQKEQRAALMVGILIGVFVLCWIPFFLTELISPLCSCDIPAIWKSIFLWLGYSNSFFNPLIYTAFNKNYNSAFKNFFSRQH
Pemphigus Ab inh = inhibitors of pemphigus antibody binding to DSG3, primary screen, biochemical, bead-based, flow cytometry, scFv-GFP; Desmoglein-3 (Homo sapiens), P32926; DSG3-coupled beads, scFv-anti-DSG3-GFP binding; hits give low values; binding (percent of control), % at 10 µM; hit rate 0.48% among 310,000;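 active = binding more than 3 SD below its plate's average and above zero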;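 also: hits lower antibody fragment binding to DSG3; some compounds called inactive have numbers as strong as hits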
V-ATPase pHluor = regulators of yeast V-ATPase proton pumping, primary screen, pHLuorin cytosolic pH fluorescence | S. cerevisiae | response, % at 10 µM | hit rate 0.37% among 350,000; in the data active = response mostly above about 7.3%, no sharp cut-off; inactive = mostly below about 5.4%; also: actives read high; inactives centre near 0; some compounds called inactive have numbers as strong as hits; reference of the scale not given here
HTR5A inv ag = HTR5A inverse agonists in luminescence cell assay, primary screen, counter-screen for OPRM1-OPRD1 heterodimer inverse agonist project, full-deck HTS; 5-hydroxytryptamine receptor 5A (Homo sapiens), P47898; HTR5A cell line, inverse agonism; inhibition, % at 9.3 µM; hit rate 0.083% among 340,000; in the data active = inhibition mostly above about 23%, no sharp cut-off; inactive = mostly below about 18%;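 also: 0% = cells with DMSO and 100% = no-cell wells with DMSO; some compounds called inactive have numbers as strong as hits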
MOR-DOR inv ag = inverse agonists of MOR-DOR heterodimerization, primary screen, cell-based, luminescence; Mu-type opioid receptor (Homo sapiens) + Delta-type opioid receptor (Homo sapiens), …; hit rate 0.21% among 340,000; cell-based MOR-DOR heterodimer luminescence, inverse agonism; inhibition, % at 9.3 µM; in the data active = inhibition above about 22%, passing the limit was not always enough;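 also: 0% = cells with DMSO and 100% = wells without cells with DMSO; values of inactives mirror those of a sister screen read the other way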
DAGLB inhibitor = DAGLB lipase inhibitors, primary screen, biochemical, fluorescence, HTS. AID 504411, 2011. HEK293T DAGLB membrane lysate, EnzChek fluorogenic substrate. hit rate 0.059% among 340,000. inhibition, % at 5.17 µM; in the data active = inhibition above about 34%;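 also: 0% = enzyme with vehicle and 100% = wells lacking enzyme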
Target sequence (Q8NCG7 whole entry, looked up): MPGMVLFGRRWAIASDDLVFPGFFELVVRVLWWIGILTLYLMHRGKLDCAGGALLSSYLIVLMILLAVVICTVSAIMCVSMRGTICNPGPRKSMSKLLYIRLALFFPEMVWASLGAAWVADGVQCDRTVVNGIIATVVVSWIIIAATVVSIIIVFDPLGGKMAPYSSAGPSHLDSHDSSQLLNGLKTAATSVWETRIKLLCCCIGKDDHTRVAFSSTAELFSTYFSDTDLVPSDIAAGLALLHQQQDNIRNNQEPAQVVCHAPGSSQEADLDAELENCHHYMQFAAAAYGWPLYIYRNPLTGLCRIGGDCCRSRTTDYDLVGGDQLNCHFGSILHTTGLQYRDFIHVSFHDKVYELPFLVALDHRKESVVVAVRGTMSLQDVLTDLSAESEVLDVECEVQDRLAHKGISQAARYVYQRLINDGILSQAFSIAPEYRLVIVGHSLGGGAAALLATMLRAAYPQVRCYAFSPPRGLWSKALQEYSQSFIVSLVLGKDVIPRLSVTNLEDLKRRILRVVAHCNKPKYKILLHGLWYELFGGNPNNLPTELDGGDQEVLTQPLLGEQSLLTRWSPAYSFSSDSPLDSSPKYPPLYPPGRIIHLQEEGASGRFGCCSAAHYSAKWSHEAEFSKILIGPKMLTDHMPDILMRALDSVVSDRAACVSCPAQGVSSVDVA
PKA-R2B act = activators of PKA-R2B holoenzyme, primary screen, biochemical, fluorescence polarization, Cy5-IP20, human; cAMP-dependent protein kinase catalytic subunit beta (Homo sapiens) + cAMP-dependent …; activation, % at 11.4 µM; AID 504700, 2011; PKA-R2B holoenzyme dissociation; R2B truncated from residue 108, S112A mutant; 0% DMSO only, 100% 113 µM cGMP; hit rate 0.079% among 340,000;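 active = activation above a cutoff set at the mean over all compounds plus 3 SD, cut at about 18% in these data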;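 also: higher means more holoenzyme dissociation and a rise in polarization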
PKA-R1A act = activators of PKA-R1A holoenzyme, primary screen, biochemical, fluorescence polarization, Cy5-IP20, bovine R1A, mouse PKAc. hit rate 0.083% among 340,000. PKA-R1A dissociation; scaled: DMSO 0%, 113 µM cGMP 100%. cAMP-dependent protein kinase type I-alpha regulatory subunit (Bos taurus) + …. activation, % at 11.4 µM. AID 504707, 2011;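 active = percent activation above the mean of all tested compounds plus 3 SD, cut at about 19% in these data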;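 also: higher means more PKAc released from R1A so a rise in polarization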
OPRM1-OPRD1 ag = agonists of OPRM1-OPRD1 heterodimerization, primary screen, cell-based, luminescence. cells. activation, % at 9.3 µM. hit rate 0.3% among 340,000. AID 504326, 2011; in the data active = activation above about 18%;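 also: 0% = vehicle-treated cells and 100% = reference agonist; values of inactives mirror those of a sister screen read the other way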
Starred values were filed as active, the others as inactive.

O=S1(=O)N=C(Nc2ccc(O)c(CN3CCCCC3)c2)c2ccccc21 was read as Arr AP2 block -4, HTR5A ag ctr -7, Pemphigus Ab inh 81, V-ATPase pHluor 7, HTR5A inv ag 19, MOR-DOR inv ag -4, DAGLB inhibitor 2, PKA-R2B act -2, PKA-R1A act 1 and OPRM1-OPRD1 ag 0.7.
Screening COc1ccc(C(=O)C(OC(=O)c2ccccc2)c2ccccc2)cc1 (configuration not stated) returned Arr AP2 block -8, HTR5A ag ctr -3, Pemphigus Ab inh 98, V-ATPase pHluor 1, HTR5A inv ag 7, MOR-DOR inv ag 15, DAGLB inhibitor -4, PKA-R2B act 6, PKA-R1A act -10 and OPRM1-OPRD1 ag -3.0.
For CCC(C)(C)NC(=O)CN(Cc1ccc2c(c1)OCO2)C(=O)CCC(=O)Nc1nccs1 the results were Arr AP2 block 37, HTR5A ag ctr -4, Pemphigus Ab inh 103, V-ATPase pHluor 5, HTR5A inv ag 10, MOR-DOR inv ag 1, DAGLB inhibitor 0, PKA-R2B act 6, PKA-R1A act 2 and OPRM1-OPRD1 ag -0.2.
Cn1cc(S(=O)(=O)N2CCCC(C(=O)O)C2)cn1 (configuration not stated) was read as Arr AP2 block 22, HTR5A ag ctr 7, Pemphigus Ab inh 104, V-ATPase pHluor 2, HTR5A inv ag -18, MOR-DOR inv ag 12, DAGLB inhibitor -1, PKA-R2B act -4, PKA-R1A act -11 and OPRM1-OPRD1 ag -2.3.
`Cc1ccc([N+](=O)[O-])c2c1C(N1CCCCC1)C(C)(C)O2` (configuration not stated) gave Arr AP2 block 9, HTR5A ag ctr -2, Pemphigus Ab inh 109, V-ATPase pHluor 1, HTR5A inv ag -19, MOR-DOR inv ag 2, DAGLB inhibitor -2, PKA-R2B act -6, PKA-R1A act -7 and OPRM1-OPRD1 ag -0.5.
`C[C@H](CO)N1C[C@H](C)[C@@H](CN(C)C(=O)c2ccc3c(c2)OCO3)Oc2cc(/C=C/c3ccccc3)ccc2S1(=O)=O` gave Pemphigus Ab inh 101, V-ATPase pHluor 2, DAGLB inhibitor 0, PKA-R2B act -6 and PKA-R1A act 3.
`COC(=O)c1c(C)[nH]c(C(=O)OCc2csc(CC(=O)Nc3ccccc3C)n2)c1C` gave Arr AP2 block -1, HTR5A ag ctr -3, Pemphigus Ab inh 91, V-ATPase pHluor -2, HTR5A inv ag 9, MOR-DOR inv ag 13, DAGLB inhibitor -3, PKA-R2B act 0, PKA-R1A act 3 and OPRM1-OPRD1 ag -2.4.
O=C(O)C1Nc2c(O)cccc2C2C=CCC12 (configuration not stated) was read as Arr AP2 block 7, HTR5A ag ctr -1, Pemphigus Ab inh 83*, V-ATPase pHluor -1, HTR5A inv ag 2, MOR-DOR inv ag 9, DAGLB inhibitor 10, PKA-R2B act 1, PKA-R1A act -3 and OPRM1-OPRD1 ag -1.5.
`CC1(C)CC(=O)C2=C(C1)N(c1ccc(F)cc1)C(=O)NC2(C(F)(F)F)C(F)(F)F` gave Arr AP2 block -3, HTR5A ag ctr 1, Pemphigus Ab inh 100, V-ATPase pHluor -3, HTR5A inv ag -5, MOR-DOR inv ag 10, DAGLB inhibitor -1, PKA-R2B act 3, PKA-R1A act 2 and OPRM1-OPRD1 ag -1.9.
Screening CC1CC1C(=O)Nc1nc(-c2ccccn2)cs1 (configuration not stated) returned Arr AP2 block -6, HTR5A ag ctr -1, V-ATPase pHluor 0, HTR5A inv ag 2, MOR-DOR inv ag 17, DAGLB inhibitor 0, PKA-R2B act -10, PKA-R1A act -15 and OPRM1-OPRD1 ag -4.1.
CCCNS(=O)(=O)c1ccc(CCC(=O)NCc2ccco2)cc1 was read as Arr AP2 block -1, HTR5A ag ctr 0, V-ATPase pHluor -5, HTR5A inv ag -8, MOR-DOR inv ag 14, DAGLB inhibitor 2, PKA-R2B act -9, PKA-R1A act -9 and OPRM1-OPRD1 ag -2.5.
COc1cc(C)c(Cl)c(C)c1S(=O)(=O)NCc1ccc2c(c1)OCO2 was read as Arr AP2 block -4, HTR5A ag ctr -2, Pemphigus Ab inh 111, V-ATPase pHluor 4, HTR5A inv ag 0, MOR-DOR inv ag -13, DAGLB inhibitor -4, PKA-R2B act -10, PKA-R1A act -3 and OPRM1-OPRD1 ag 2.2.
Screening CCc1noc(C)c1C(=O)Nc1sc(C(=O)N(C)C)c(C)c1C#N returned Arr AP2 block 14, HTR5A ag ctr 3, Pemphigus Ab inh 104, V-ATPase pHluor -4, HTR5A inv ag -1, MOR-DOR inv ag 7, DAGLB inhibitor 2, PKA-R2B act 4, PKA-R1A act 1 and OPRM1-OPRD1 ag -1.3.
Cn1ncc2c(O/N=C(\N)c3ccc(C(C)(C)C)cc3)ncnc21 was read as Arr AP2 block 32, HTR5A ag ctr 68*, Pemphigus Ab inh 105, V-ATPase pHluor 18, HTR5A inv ag -166, MOR-DOR inv ag inactive, DAGLB inhibitor -3, PKA-R2B act -13, PKA-R1A act -12 and OPRM1-OPRD1 ag 182*.
CCCOc1ccc(NC(=O)CC2C(=O)N(C)C(=S)N2Cc2cccs2)cc1 (configuration not stated) was read as Arr AP2 block -2, HTR5A ag ctr -1, Pemphigus Ab inh 111, V-ATPase pHluor -1, HTR5A inv ag 4, MOR-DOR inv ag -24, DAGLB inhibitor -3, PKA-R2B act 1, PKA-R1A act -5 and OPRM1-OPRD1 ag 4.1.
For O=c1[nH]c(=O)n(CCO)c2nnn(Cc3ccccc3)c12 the results were Arr AP2 block 13, HTR5A ag ctr 2, Pemphigus Ab inh 79, V-ATPase pHluor 4, HTR5A inv ag -14, MOR-DOR inv ag 9, DAGLB inhibitor 4, PKA-R2B act -3, PKA-R1A act 4 and OPRM1-OPRD1 ag -1.4.
For Cc1ccc(S(=O)(=O)N/N=C2\C(=O)C3(C)CCC2C3(C)C)cc1 (configuration not stated) the results were Arr AP2 block 45, HTR5A ag ctr -1, Pemphigus Ab inh 104, V-ATPase pHluor 2, HTR5A inv ag 4, MOR-DOR inv ag 9, DAGLB inhibitor 0, PKA-R2B act 2, PKA-R1A act 2 and OPRM1-OPRD1 ag -1.5.
For CCC(C)C(NC(=O)C1CCC(=O)N1C(=O)OCc1ccccc1)C(=O)NC(Cc1ccccc1)C(N)=O (configuration not stated) the results were Arr AP2 block 11, HTR5A ag ctr 4, V-ATPase pHluor -1, HTR5A inv ag -11, MOR-DOR inv ag -33, DAGLB inhibitor -1, PKA-R2B act -4, PKA-R1A act -2 and OPRM1-OPRD1 ag 4.4.
O=C(COC(=O)c1ccc2c(c1)OCO2)NC1CCS(=O)(=O)C1 (configuration not stated) was read as Arr AP2 block 6, HTR5A ag ctr 1, Pemphigus Ab inh 100, V-ATPase pHluor -3, HTR5A inv ag -4, MOR-DOR inv ag 4, DAGLB inhibitor 0, PKA-R2B act -1, PKA-R1A act 6 and OPRM1-OPRD1 ag -0.7.
For COC(=O)NNC(=O)c1ccc(C)c(Br)c1 the results were Arr AP2 block 3, HTR5A ag ctr 2, Pemphigus Ab inh 93, V-ATPase pHluor 1, HTR5A inv ag 3, MOR-DOR inv ag 10, DAGLB inhibitor 2, PKA-R2B act 4, PKA-R1A act -5 and OPRM1-OPRD1 ag -1.9.
NS(=O)(=O)c1cccc(NS(=O)(=O)c2ccc3ccccc3c2)c1 was read as Arr AP2 block -22, HTR5A ag ctr -1, Pemphigus Ab inh 99, V-ATPase pHluor -2, HTR5A inv ag 5, MOR-DOR inv ag 11, DAGLB inhibitor -2, PKA-R2B act 3, PKA-R1A act -9 and OPRM1-OPRD1 ag -2.4.
Screening O=C1c2oc3ccccc3c(=O)c2C(c2cccc(Br)c2)N1Cc1ccco1 (configuration not stated) returned Arr AP2 block -4, HTR5A ag ctr 0, Pemphigus Ab inh 104, V-ATPase pHluor 2, HTR5A inv ag -14, MOR-DOR inv ag 5, DAGLB inhibitor -1, PKA-R2B act 1, PKA-R1A act 14 and OPRM1-OPRD1 ag -0.9.
Cc1nn(C)cc1CN1CCC(CO)(CCOc2ccccc2)CC1 was read as Arr AP2 block 12, HTR5A ag ctr -1, Pemphigus Ab inh 96, V-ATPase pHluor 2, HTR5A inv ag 6, MOR-DOR inv ag 6, DAGLB inhibitor 2, PKA-R2B act -5, PKA-R1A act 0 and OPRM1-OPRD1 ag -1.1.
Screening O=C(COc1ccccc1)N1CCN(c2ncccn2)CC1 returned Arr AP2 block 26, HTR5A ag ctr 2, Pemphigus Ab inh 99, V-ATPase pHluor -2, HTR5A inv ag -7, MOR-DOR inv ag 4, DAGLB inhibitor -1, PKA-R2B act -8, PKA-R1A act 5 and OPRM1-OPRD1 ag -0.7.
`COc1ccc(N(C(=O)c2snc(C(N)=O)c2N)C(C(=O)NC2CCCC2)c2cc(OC)ccc2OC)c(OC)c1` (configuration not stated) gave Arr AP2 block 20, HTR5A ag ctr 0, V-ATPase pHluor 2, HTR5A inv ag 10, MOR-DOR inv ag 7, DAGLB inhibitor -1, PKA-R2B act -16, PKA-R1A act -1 and OPRM1-OPRD1 ag -1.0.
Screening COc1nc(-c2ccccc2)ccc1-c1noc(-c2ccco2)n1 returned Arr AP2 block -14, HTR5A ag ctr -2, Pemphigus Ab inh 88, V-ATPase pHluor -4, HTR5A inv ag -21, MOR-DOR inv ag -14, DAGLB inhibitor -14, PKA-R2B act 0, PKA-R1A act -9 and OPRM1-OPRD1 ag 2.6.
O=C(NC1CCCC1)C(c1ccccc1)N(C(=O)c1csnn1)c1ccccc1F (configuration not stated) was read as Arr AP2 block 20, HTR5A ag ctr -2, Pemphigus Ab inh 100, V-ATPase pHluor -2, HTR5A inv ag -2, MOR-DOR inv ag 8, DAGLB inhibitor 1, PKA-R2B act 2, PKA-R1A act -4 and OPRM1-OPRD1 ag -1.6.
Screening Cc1ccc(-n2ccc(=O)c(C(=O)Nc3ccc(S(=O)(=O)N4CCOCC4)cc3)n2)cc1 returned Arr AP2 block -3, HTR5A ag ctr 0, Pemphigus Ab inh 104, V-ATPase pHluor 12, HTR5A inv ag -13, MOR-DOR inv ag 16, DAGLB inhibitor 0, PKA-R2B act 0, PKA-R1A act -3 and OPRM1-OPRD1 ag -3.2.

Bioassay records deposited in PubChem by several laboratories.
